# Nrf2 inh – inhibitors of Nrf2 signaling; Potency, µM (highest dose often 46 µM), for the others: top-dose activity change, negative = inhibition, hits mostly inhibitors; 2.1% of 360,000 active; AID 504444; A549 ARE-Fluc reporter, luciferase luminescence, 18-24 h; note: potency is the fitted concentration of half-maximal effect; % is set by controls: 0 for no effect and ±100 for the full control effect; nearly all actives have a fitted effect of over 60% in size
#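 A549 ARE_Fluc cells (5000/well, 5% FBS OPTI-MEM) pre-incubated 2 h, then treated with compounds 18-24 h at 37C/5% CO2 in concentration-response. CellTiter-Fluor viability read first; BugLite luciferase luminescence after 15 min at room temperature gives Nrf2 activity.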
# IL-1B inflam inh – blocks inflammasome-driven IL-1 beta release. AID 743279. activity change, % at 57.5 µM. 4.7% of 360,000 active. THP-1 LPS/ATP IL-1B secretion, AlphaLISA, 16 h; hits give low values; in the data active = activity change below about -50%; inconclusive = mostly about -30% to -49%; note: % is set by controls: 0 for no effect and ±100 for the full control effect
#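 THP-1 cells pretreated 1 hr with compounds (up to 57.5 uM final), then stimulated with LPS (250 ng/mL final) plus ATP (1.25 mM final); secreted IL-1B measured by AlphaLISA after 16 hr, decreased signal indicating inhibition.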
# HepG2 viability – counter-screen for TGF-b inhibitors: cytotoxicity in HepG2 cells; HepG2 CAGA-GFP viability, ATP luminescence, 18 h; AID 588856; 0.76% of 410,000 active; Potency, µM (top dose mostly 46.1 µM), for the others: top-dose activity change, negative = cytotoxicity, usual class: cytotoxic; note: potency is the fitted concentration of half-maximal effect; some results filed as inactive show a strong effect at the top dose
#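 CellTiter-Glo luminescence gave cytotoxicity after 18 hours at 37 degrees C. The cells were HepG2 CAGA-GFP in 1% FBS DMEM, stimulated with 500 pg/mL TGF-beta after compound addition. %Activity was normalised to no-cell wells (complete cell-killing) and DMSO (no toxicity), and curves were fitted and classified.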
# ATXN2 expr inh – inhibitors of ATXN2 expression; HEK-293 ATXN2-luciferase reporter, luminescence, 24 h; Potency, µM (highest dose often 57 µM), without a hit: at the top dose activity change, negative = inhibition, actives largely listed as inhibitors; 0.72% of 360,000 active; note: potency is the fitted concentration of half-maximal effect; % is set by controls: 0 for no effect and ±100 for the full control effect; nearly all actives have a fitted effect of over 55% in size
#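 qHTS (up to 57 uM final) was run with 24 h compound exposure of reporter cells at 37 °C. Each well was multiplexed: SteadyGlo luminescence measured ATXN2-luciferase expression after a fluorogenic Gly-Phe-AFC viability readout (25 uM final).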
# TGFb SMAD3 inh – TGF-b pathway inhibition; Potency, µM (doses to about 46.1 µM), for the others: top-dose activity, negative = inhibition, most hits filed as inhibitors; 1.2% of 410,000 active; HepG2 CAGA-GFP TGF-b/SMAD3 reporter, GFP fluorescence, 18 h; TGF-beta stimulated, 500 pg/mL final; note: potency is the fitted concentration of half-maximal effect; % is set by controls: 0 for no effect and ±100 for the full control effect; nearly all actives have a fitted effect of over 65% in size
#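 HEPG2 CAGA-GFP, 1000 cells/well; 2 h settle, 37 C; cpd via pin tool; TGF-b 500 pg/mL final; 18 h, 37 C; GFP imaging ex488/em500-530; %Activity normalised to -TGF-b and +DMSO controls; CRC fit, curve class.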
# A549 viability – kills or reduces viability of A549 cells in Nrf2 counter-screen | A549 ARE-Fluc cells, CellTiter-Fluor viability, 18-24 h | Potency, µM (highest dose often 46 µM), for the others: top-dose activity change, negative = cytotoxicity, usual class: inhibitors | 0.16% of 390,000 active | AID 504648; note: potency is the fitted concentration of half-maximal effect; % is set by controls: 0 for no effect and ±100 for the full control effect
#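 Cytotoxicity counterscreen: CellTiter-Fluor fluorescence was measured in A549 ARE_Fluc cells after 18-24 h of compound exposure in a concentration series. The subsequent BugLite luminescent read reports ARE-luciferase activity.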
# ATXN viability – reduces viability in counter-screen for ATXN expression inhibitors; S2 cells (HEK-293 line with an ATXN2-luciferase reporter) viability, CellTiter-Fluor protease fluorescence, 24 h; Potency, µM (highest dose often 56.7 µM), usual class: cytotoxic; 0.49% of 400,000 active; note: potency is the fitted concentration of half-maximal effect; nearly all actives have a fitted effect of over 40% in size
# Nrf2 activator – Nrf2 pathway activation; Potency, µM (highest dose often 46.1 µM), for inactives: at the top dose activation, usual class: activators; 0.31% of 410,000 active; AREc32 ARE-luciferase reporter (MCF7-derived line), luminescence, 24 h; note: potency is the fitted concentration of half-maximal effect; % of control where 0% means no effect; nearly all actives have a fitted effect of over 65% in size
#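 Reporter line AREc32 (ARE-Fluc), seeded overnight in OPTI-MEM with 5% FBS; compound pin-transferred, 24 hr at 37 deg C, 5% CO2; luminescent read-out.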
# MCF10A rerep – DNA re-replication induction in MCF 10a cells | 2.9% of 350,000 active | MCF 10A DNA re-replication, Hoechst nuclear intensity, 48 h | Potency, µM (top dose mostly 46.1 µM), inactives show at the top dose activity, positive = re-replication, most hits filed as activators; note: potency is the fitted concentration of half-maximal effect; % of control where 0% means no effect; nearly all actives have a fitted effect of over 50% in size
# * marks the source's active call; other numbers are inactive results; i = inactive; ? = inconclusive; · = no result given; [ ] = remark or other dose. Unless noted, calls come from the whole dose curve; as a rule, active = well fitted curve in the direction sought with a large enough effect; inconclusive = small, poorly fitted or top-dose-only effect, or another doubt; inactive = no such curve, though single readings can be large; an effect the other way counts as inactive or inconclusive. No enrichment for hits. About 8.8% of those tested had a hit in this group.
# Values run as follows: Nrf2 inh	IL-1B inflam inh	HepG2 viability	ATXN2 expr inh	TGFb SMAD3 inh	A549 viability	ATXN viability	Nrf2 activator	MCF10A rerep
- CN(C)c1ccc(-c2nn3c(-c4ccccc4Cl)nnc3s2)cc1
 : -16%	0	9%	-8%	?	-6%	i	-0.1%	?
- NC(Cc1ccccc1)c1csc(Nc2ccc(C(=O)NCCO)cc2)n1 (stereo not given)
 : ·	-19	-24%	-1%	-6%	·	i	0.2%	·
- COc1ccc(CC(=O)OCC(=O)N(C)C2CCS(=O)(=O)C2)cc1OC (stereo not given)
 : -4%	6	0%	-13%	9%	-2%	i	2.8%	-2%
- Cn1c(SCC(=O)Nc2ccc(C(N)=O)cc2)nc2c(c1=O)SCC2
 : 9%	46	-1%	2%	-16%	-7%	i	7.2%	0%
- Cc1ccc(NC(=O)N2CCN(Cc3ccc4c(c3)OCO4)CC2)cc1
 : ?	-18	-19%	4%	?	?	i	1.9%	0%
- COc1ccc(CCNC(=O)C2CCCN2C(=O)Nc2cccc(OC)c2)cc1 (stereo not given)
 : 4%	25	-18%	78%[activator]	-20%	-8%	i	0.2%	1%
- COc1ccc(-c2nc(-c3ccccn3)nc(N3CCN(C)CC3)c2C#N)cc1
 : -6%	?	-16%	-16%	-13%	-8%	i	0.5%	0%
- Cc1n[nH]c(C)c1CCc1nc2c3ccccc3nc(SCC(=O)Nc3ccccc3F)n2n1
 : ?	60	-21%	-19%	?	?	i	-0.3%	?
- O=C(NC1CC1)c1cccc2c1C(=O)c1ccc(N3CCC(N4CCCCC4)CC3)cc1S2(=O)=O
 : ·	1	-6%	1%	1%	·	i	0.4%	·
- CCn1c2ccccc2c2nnc(SCC(=O)c3c(N)n(C)c(=O)n(C)c3=O)nc21
 : -24%	31	1%	·	3%	?	i	0.0%	4%
- CC(C)(C)c1nc2ccc([N+](=O)[O-])cc2[nH]1
 : -6%	22	0%	-11%	-1%	-8%	i	-0.1%	3%
- O=C(Nc1cc(C(F)(F)F)ccc1N1CCOCC1)C1=NN(c2ccccc2)C(=O)CC1
 : 1%	-3	-16%	·	-17%	-1%	?	0.3%	-1%
- O=C(Nc1ccc(N2CCN(C(=O)C3CC3)CC2)cc1)c1cccs1
 : 12%	-17	5%	-2%[11.3 µM]	-16%	1%	i	2.9%	-1%
- CC1C(=O)Nc2ccc(S(=O)(=O)N3CCc4ccccc4C3)cc2NC1=O (stereo not given)
 : ?	59	-4%	18%	-5%	-7%	i	2.7%	9%
- CC(=O)Nc1ccc(S(=O)(=O)CCC(=O)O)cc1
 : 7%	26	-2%	1%	4%	0%	i	0.4%	5%
- COc1ccc(N2CC(NC(=O)CCc3ccccc3)CC2=O)cc1OC (stereo not given)
 : ·	·	1%	9%	?	0%	i	-0.9%	·
- Cc1ccccc1C1c2[nH]c3ccccc3c2CCN1Cc1cccn1-c1ncccn1 (stereo not given)
 : ?	-2	-28%	·	?	-2%	?	10%	?
- CCOc1ccccc1NC(=O)c1ccccc1NS(C)(=O)=O
 : -22%	-4	0%	-7%	0%	-6%[1.84 µM]	i	0.2%	-12%
- COc1ccc(Cc2nnc(NCCO)[nH]c2=O)cc1OC
 : -26%	21	4%	-13%	-3%	9%	i	0.0%	?
- CCOc1ccc(Cl)cc1S(=O)(=O)n1cnc2ccccc21
 : -8%	16	5%	-22%	4%	-10%	?	0.0%	7.9µM*

# Following part
molecule | Nrf2 inh | IL-1B inflam inh | HepG2 viability | ATXN2 expr inh | TGFb SMAD3 inh | A549 viability | ATXN viability | Nrf2 activator | MCF10A rerep
O=C(Nc1ccc(Br)cn1)c1cccc2ccccc12 | -6% | -9 | -14% | -11% | 0% | -11% | i | 2.7% | 4.1µM*
COc1ccc(NC(=O)C2CCCN2C(=O)NCc2ccccc2)cc1OC (stereo not given) | -13% | 0 | -11% | -34% | 1% | -7% | ? | 0.0% | 9%
Cc1ccc(OC(=O)C(F)(F)F)c2c1NCCC2 | 6% | 12 | 16% | 5% | 13% | -1% | i | -0.3% | 2%
C[C@H](CO)N1C[C@H](C)[C@@H](CN(C)C(=O)Nc2ccccc2)Oc2ccc(NC(=O)c3ccncc3)cc2C1=O | 4% | -2 | 3% | 11% | -2% | -1% | i | -0.2% | -3%
CC1CCCCN1C(=O)Cn1cc(C=O)c2ccccc21 (stereo not given) | 21% | i | 0% | -6% | -4% | 7% | i | 0.0% | ?
Cc1ccc(S(=O)(=O)N2CCOC23CCN(C(=O)c2ccccc2Br)CC3)cc1 | 11% | 0 | -22% | · | -20% | -3% | i | 4.2% | 9%
O=C(CN1CCSC1=O)N1CCN(S(=O)(=O)c2ccccc2)CC1 | 3% | -7 | -16% | 6% | -3% | 17% | i | -0.8% | -7%
O=C(O)c1sccc1SCc1ccc(Cl)cc1Cl | -1% | 9 | -3% | 3% | -12% | -2% | i | -1.2% | 12%
Cc1ccc2c(c1)nnn2C1CCN(S(=O)(=O)c2ccc(C(=O)N(C)C)cc2)CC1 | ? | 5 | 6% | 0% | 15% | -2% | i | -0.8% | 15%
COc1ccc(OC)c(NC(=O)Nc2ccc3c(c2)OCO3)c1 | 5% | -13 | -4% | -1% | -1% | 10% | i | 0.9% | -16%
Cc1ccc(C)c(NC(=O)CN(C)C(=O)c2ccc(-n3cncn3)c([N+](=O)[O-])c2)c1 | -10% | 5 | 12% | -1% | 3% | -10% | i | -0.4% | 0%
COCc1cc(=O)n2c(-c3ccc(C)cc3)n[nH]c2n1 | 16% | 16 | -54% | 14% | -7% | 5% | i | -0.2% | -9%
CCn1c(N2CCC(Cc3ccccc3)CC2)nc2c1c(=O)[nH]c(=O)n2C | ? | 11 | -30% | -18% | ? | -8% | i | 0.0% | 0%
CCOc1ccc2c(c1)NC(c1ccc(OCC)c(OCC)c1)=NC(c1ccc(F)cc1)=N2 | 2% | · | -33% | 7% | -35% | 4% | i | 7.0% | ·
CC(C)(C)NC(=O)CN(Cc1cccs1)C(=O)CNS(=O)(=O)c1ccc(F)cc1 | -4% | -28 | -21% | -28% | -25% | 8% | i | -0.6% | 9%
COc1cc(C(=O)NCCOc2ccccc2)c(Br)c(OC)c1OC | 1% | 3 | -16% | -3% | 13% | 4% | ? | 0.4% | 9%
Cc1ccc(CNC(=O)[C@@H]2CCC(=O)N2Cc2ccco2)cc1 | -2% | -10 | -8% | 1% | -9% | -4% | i | -0.5% | 1%
CCOC(=O)CSc1nc2cc(C(F)(F)F)cnc2n1C | 8% | 13 | 10% | 5% | 19% | -1% | i | -0.7% | -1%
CN(Cc1cc(-c2ccccc2)on1)C(=O)c1cc(COc2c(F)cccc2F)on1 | ? | -11 | -10% | 24% | 2% | 7% | i | 0.6% | 3%
COc1ccc(C(=O)NCC(c2ccco2)N2CCOCC2)cc1 (stereo not given) | · | 17 | 2% | · | -6% | · | i | -2.1% | ·

# Structures from the list above with bromine (3):
molecule | Nrf2 inh | IL-1B inflam inh | HepG2 viability | ATXN2 expr inh | TGFb SMAD3 inh | A549 viability | ATXN viability | Nrf2 activator | MCF10A rerep
O=C(Nc1ccc(Br)cn1)c1cccc2ccccc12 | -6% | -9 | -14% | -11% | 0% | -11% | i | 2.7% | 4.1µM*
Cc1ccc(S(=O)(=O)N2CCOC23CCN(C(=O)c2ccccc2Br)CC3)cc1 | 11% | 0 | -22% | · | -20% | -3% | i | 4.2% | 9%
COc1cc(C(=O)NCCOc2ccccc2)c(Br)c(OC)c1OC | 1% | 3 | -16% | -3% | 13% | 4% | ? | 0.4% | 9%

# (list continues)
molecule | Nrf2 inh | IL-1B inflam inh | HepG2 viability | ATXN2 expr inh | TGFb SMAD3 inh | A549 viability | ATXN viability | Nrf2 activator | MCF10A rerep
O=C(NCCN1CCC(n2c(=O)[nH]c3ccccc32)CC1)c1ccccc1Cl | · | -23 | · | -10% | · | · | i | -0.1% | ·
Cc1nc2ccc(Cl)cc2nc(C)/c1=N\O | ? | 5 | 1% | 55%[activator] | 68%[activator] | 12% | i | 8.7% | 5%
O=C(CCc1c[nH]c2ccccc12)NCCOc1ccccc1 | ? | -8 | -14% | 5% | 14% | 11% | ? | -0.3% | 26%
CC(=O)CCC(=O)c1ccc2ccccc2c1 | 10% | -4 | -1% | 35% | -9% | 1% | i | 2.1% | 17%
CC1CCN(C(=O)c2cc(-c3ccco3)on2)CC1 | ? | -8 | -1% | 1% | 10% | -2% | i | 14µM* | 2%
Cc1ccc(OCC(=O)NCCCNC(=O)c2ccccn2)cc1 | 11% | -8 | -4% | -1% | -6% | 1% | i | -0.5% | -4%
O=C(c1ccc(Cl)s1)N1CCN(c2ncccn2)CC1 | -25% | -2 | 10% | -5% | 12% | -1% | i | 0.1% | -3%
CCOC(=O)c1cc(-c2ccccc2)n(CCCC(=O)Nc2ccc(C)c(Cl)c2)c1C | · | · | -28% | · | 11µM* | -14% | · | -0.1% | ·
O=C(Nc1sc2c(c1C(=O)c1ccc(Cl)cc1)CCCC2)c1cccnc1 | -23% | 11 | -1% | 3% | -30% | -23% | i | 0.2% | 25%
CC(C)(C)OC(=O)NCCCCCc1cn(CC(=O)NCCCCCCCCCCC(=O)N2CCN(C(=O)OC(C)(C)C)CC2)nn1 | ? | 22 | -12% | 13% | -5% | -11% | i | 0.8% | 15%
CCOC(=O)c1c(C)[nH]c(O)c1C=Nc1ccc(Cl)cc1 | ? | -24 | 1% | -15% | -2% | ? | i | 2.5% | ?
CCOC(=O)C1=CC[C@H]2c3c(c4ccccc4n3C)C(=O)C1N2Cc1ccccc1 | 7% | -2 | -20% | -14% | -12% | 1% | i | 4.2% | 24%

# Source: PubChem BioAssay (National Center for Advancing Translational Sciences (NCATS))
